Assay outcomes from PubChem BioAssay.
HDAC3 inh: human HDAC3 inhibition | AID 2718 | 0.15% of 320,000 active | inhibition, % at 8.3 µM | O15379 | recombinant HDAC3, fluorogenic peptide/trypsin coupled, fluorescence; in the data active means inhibition above about 26%, passing the limit was not always enough; inconclusive means no clear call, values can overlap the other calls
TMEM16A act: mouse TMEM16A channel activation, primary screen; HEK293 TMEM16A/YFP-H148Q/I152L, iodide quench fluorescence; stronger effect = lower value; B-score at 10 µM; 0.3% of 340,000 active;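 active means fluorescence-ratio B-score plate-corrected deviation score at least 3 library SD below zero, with starting fluorescence score within 5 deviations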;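 further: channel opened by trigger with iodide after compound preincubation; score built on the fluorescence ratio of max minus min over baseline; more negative score means more quench and so TMEM16A activation or potentiation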
Target sequence (Q8BHY3 whole entry, looked up): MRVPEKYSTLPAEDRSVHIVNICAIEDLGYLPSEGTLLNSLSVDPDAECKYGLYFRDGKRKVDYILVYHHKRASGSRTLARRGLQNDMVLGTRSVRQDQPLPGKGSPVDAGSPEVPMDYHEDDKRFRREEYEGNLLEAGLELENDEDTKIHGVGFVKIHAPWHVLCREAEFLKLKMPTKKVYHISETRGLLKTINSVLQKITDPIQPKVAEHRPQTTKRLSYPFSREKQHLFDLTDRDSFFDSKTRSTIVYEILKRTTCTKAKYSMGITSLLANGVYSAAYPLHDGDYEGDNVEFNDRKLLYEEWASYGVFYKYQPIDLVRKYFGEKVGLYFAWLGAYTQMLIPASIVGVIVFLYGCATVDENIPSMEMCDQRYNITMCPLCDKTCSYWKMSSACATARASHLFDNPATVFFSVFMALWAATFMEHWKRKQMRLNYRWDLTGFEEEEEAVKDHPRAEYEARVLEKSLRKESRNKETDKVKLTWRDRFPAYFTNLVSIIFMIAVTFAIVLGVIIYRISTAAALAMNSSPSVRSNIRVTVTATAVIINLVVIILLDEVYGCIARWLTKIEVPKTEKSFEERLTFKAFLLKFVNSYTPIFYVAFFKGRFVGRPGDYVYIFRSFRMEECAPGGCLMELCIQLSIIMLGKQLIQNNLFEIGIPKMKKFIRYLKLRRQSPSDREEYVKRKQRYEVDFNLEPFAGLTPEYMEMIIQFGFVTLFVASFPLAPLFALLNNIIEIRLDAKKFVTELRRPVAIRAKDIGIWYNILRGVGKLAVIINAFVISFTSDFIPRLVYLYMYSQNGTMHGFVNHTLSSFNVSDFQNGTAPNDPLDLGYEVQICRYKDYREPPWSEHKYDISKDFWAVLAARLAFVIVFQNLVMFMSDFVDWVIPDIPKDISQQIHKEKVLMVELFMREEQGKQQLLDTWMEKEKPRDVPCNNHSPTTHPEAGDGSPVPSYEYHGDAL
Starred values were filed as active, the others as inactive; i = inactive; ? = inconclusive. This is a subset; count on the stated rates, not on these rows.

| SMILES | HDAC3 inh | TMEM16A act |
| --- | --- | --- |
| CCOC(=O)C1=C(C)NC(C)=C(C(=O)OCC)C1C(=O)OCC(=O)NCc1ccccc1OC | 4 | i |
| CCCN(CC(=O)Nc1ccccc1OC)C(=O)CSc1ccc(Br)cc1C | 7 | i |
| CN(C(=O)c1ccc(NC(=O)Cc2ccc(NC(=O)C3CCN(C(=O)C4CC4)CC3)cc2)cc1)C1CC1 | 2 | i |
| CC(C)NC(=O)Nc1ccc2c(c1)C(=O)N([C@H](C)CO)C[C@H](C)[C@@H](CN(C)S(=O)(=O)c1ccc(F)cc1)O2 | 1 | i |
| C[C@H](CO)N1C[C@H](C)[C@@H](CN(C)S(=O)(=O)c2cn(C)cn2)Oc2ccc(NC(=O)Nc3ccccc3)cc2C1=O | -2 | i |
| COc1ccc(CN(C)C(=O)C2CCN(S(=O)(=O)c3cccs3)CC2)cc1F | -9 | i |
| C=CCC[C@@H](Cc1ccc(F)cc1)C(=O)OC[C@H](Cc1c[nH]c2ccccc12)NC(=O)[C@@H](CC=C)CC(=O)N(CCO)Cc1ccccc1 | 42* | i |
| CC1CCN(C(=O)CSc2nnc3ccccn23)CC1 | -3 | i |
| CN(C(=O)COc1ncnc2sccc12)C1CCCCC1 | 2 | i |
| O=C(NCc1cccc2ccsc12)c1cccs1 | -3 | i |
| COc1ccc(Cl)cc1NC(=O)COC(=O)c1ccc(C)o1 | -5 | i |
| COc1ccc(N2CCN(C(=O)c3ccc(-c4nc5ccccc5s4)o3)CC2)cc1 | 9 | -28* |
| COc1cc(OC)cc(C(=O)NCC(=O)OC(C)C(=O)NC(C)C2CC3CCC2C3)c1 (stereo unspecified) | -3 | i |
| COc1ccc(C(=O)NNC(=O)CSc2nnc3ccccn23)cc1OC | -5 | i |
| N#Cc1ccccc1OCC(=O)N1CCN(S(=O)(=O)c2ccc(Cl)cc2)CC1 | -2 | i |
| CC1CC(C)CN(S(=O)(=O)c2ccc(C(=O)N(C)Cc3ccccc3)cc2)C1 (stereo unspecified) | 1 | i |
| C[C@H]1CN([C@@H](C)CO)C(=O)Cc2cc(NC(=O)CCC(F)(F)F)ccc2O[C@H]1CN(C)S(=O)(=O)c1ccc(F)cc1 | 1 | i |
| CCOc1ccc(S(=O)(=O)N2CCCCC2)cc1NC(=O)Cc1ccsc1 | 3 | i |
| O=C(Nc1ccccc1)c1nc[nH]c1C(=O)NCCCCNC(=O)c1[nH]cnc1C(=O)Nc1ccccc1 | 0 | i |
| O=C(c1ncn(Cc2ccccc2)c1C(=O)N1CCc2ccccc2C1)N1CCc2ccccc2C1 | 5 | i |
| Cn1nnnc1SCC(=O)N1N=C(c2ccc(Cl)cc2)CC1c1ccco1 (stereo unspecified) | ? | i |
| CCOC(=O)C1=C(C)Nc2ccccc2N=C1NC(=O)c1oc2ccccc2c1COC | 1 | i |
| COc1cc(C(=O)OCC(=O)N2CCCC2=O)cc(OC)c1C | 0 | i |
| COc1ccccc1C(=O)Nc1ccc(OCC(=O)N2CC(C)CC(C)C2)cc1 (stereo unspecified) | 0 | i |
| CC1CC(C)CN(C(=O)CNC(=O)c2sc3ccccc3c2Cl)C1 (stereo unspecified) | 7 | i |

Shown as a hit in TMEM16A act, among the entries above:
| SMILES | HDAC3 inh | TMEM16A act |
| --- | --- | --- |
| COc1ccc(N2CCN(C(=O)c3ccc(-c4nc5ccccc5s4)o3)CC2)cc1 | 9 | -28* |

The listing picks up; the 7 compounds before the break are reprinted first.
| SMILES | HDAC3 inh | TMEM16A act |
| --- | --- | --- |
| O=C(Nc1ccccc1)c1nc[nH]c1C(=O)NCCCCNC(=O)c1[nH]cnc1C(=O)Nc1ccccc1 | 0 | i |
| O=C(c1ncn(Cc2ccccc2)c1C(=O)N1CCc2ccccc2C1)N1CCc2ccccc2C1 | 5 | i |
| Cn1nnnc1SCC(=O)N1N=C(c2ccc(Cl)cc2)CC1c1ccco1 (stereo unspecified) | ? | i |
| CCOC(=O)C1=C(C)Nc2ccccc2N=C1NC(=O)c1oc2ccccc2c1COC | 1 | i |
| COc1cc(C(=O)OCC(=O)N2CCCC2=O)cc(OC)c1C | 0 | i |
| COc1ccccc1C(=O)Nc1ccc(OCC(=O)N2CC(C)CC(C)C2)cc1 (stereo unspecified) | 0 | i |
| CC1CC(C)CN(C(=O)CNC(=O)c2sc3ccccc3c2Cl)C1 (stereo unspecified) | 7 | i |
| COc1ccc(C(=O)OCC(=O)NC(=O)NC2CCCC2)cc1[N+](=O)[O-] | -8 | i |
| C[C@H](CO)N1C[C@H](C)[C@@H](CN(C)C(=O)Nc2ccccc2)Oc2c(NC(=O)NC3CCCCC3)cccc2C1=O | 1 | i |
| CCC(C)N(C(=O)CSc1ncnc2sccc12)C1CCS(=O)(=O)C1 (stereo unspecified) | 6 | i |
| O=C(COC(=O)c1ccc2ccccc2n1)Nc1ccccc1F | 8 | i |
| CCCn1c(Cc2ccccc2)nnc1SC(C)C(=O)NC1CC1 (stereo unspecified) | 0 | i |
| COc1cc(OC)cc(-c2c(-c3cccs3)c3cc(-c4ccc(CN5CCOCC5)cc4)ccc3n2C)c1 | -11 | i |
| Cc1ccc(CNC(=O)C2CSC3(C)CCC(=O)N23)cc1 (stereo unspecified) | -1 | i |
| C=CCC[C@H](Cc1ccc(F)cc1)C(=O)OC[C@@H](Cc1c[nH]c2ccccc12)NC(=O)[C@@H](CC=C)CC(=O)N(CCO)Cc1ccccc1 | 40* | i |
| CC1CCCCC1NC(=O)c1ccc(-n2cncn2)cc1 (stereo unspecified) | -3 | i |
| O=S(=O)(c1cccc(C(F)(F)F)c1)N1CCN(CC(O)COCc2ccccc2)CC1 (stereo unspecified) | 5 | i |
| Cc1c(C(=O)O)sc(S(=O)(=O)N2CCN(C(=O)Cc3ccc(F)cc3)CC2)c1C(=O)O | -3 | i |
| O=C(/C=C/c1ccc(Cl)cc1)Nc1cc(S(=O)(=O)N2CCOCC2)ccc1N1CCOCC1 | 2 | i |
| COc1ccc(S(=O)(=O)Nc2ccc3c(c2)C(=O)N([C@H](C)CO)C[C@H](C)[C@@H](CN(C)C(=O)NC2CCCCC2)O3)cc1 | -3 | i |
| C=CCn1c(SCC(=O)NC(=O)Cc2ccccc2)nnc1-c1ccccc1F | 1 | i |
| Cc1cccc(C)c1NC(=O)CNC(=O)c1ccc(COc2ccccc2)cc1 | 5 | i |
| Cc1csc(CNc2ncnc3ccc(-c4cccc(Cl)c4)cc23)c1 | 5 | i |
| N#Cc1ccc(C2=CC(=O)C[C@H](c3ccc(F)cc3)C2)cc1 | 0 | i |
| CCN(c1ccccc1)S(=O)(=O)c1ccc(OC)c(NC(=O)c2ccc(=O)[nH]c2)c1 | 3 | i |
| Cc1ccc(S(=O)(=O)N2CCCCC2)cc1NC(=O)COC(=O)c1cccn1C | 6 | i |
| COc1cccc(NC(=O)CN(C)C(=O)c2cc3c(s2)CCCCC3)c1 | 8 | i |
| CSc1ncccc1C(=O)OCC(=O)c1[nH]c(C)c(C(C)=O)c1C | 5 | i |
| COc1ccc(C(=O)N[C@H](C(=O)NCCCSc2ccccc2)C(C)C)cc1 | 3 | i |
| O=C(NCC(=O)N1CCN(C/C=C/c2ccccc2)CC1)c1ccc(OC(F)F)cc1 | -2 | i |
| COC(=O)C1=C(C)NC(C)=C(C(=O)OC)C1C(=O)OCC(=O)c1ccc(Br)cc1 | 4 | i |
| CC(OC(=O)c1n[nH]c2ccccc12)C(=O)NC1CCCCC1C (stereo unspecified) | -11 | i |
| COc1ccc(NC(C)=O)cc1NS(=O)(=O)c1ccc2c(c1)OCCO2 | 14 | i |
| CSc1ncccc1C(=O)NCc1nnc2ccccn12 | -7 | i |
| NS(=O)(=O)c1cccc(NC(=O)COC(=O)/C=C/c2nc3ccccc3s2)c1 | 3 | i |
| COc1ccc(S(=O)(=O)Nc2ccc3c(c2)CC(=O)N([C@H](C)CO)C[C@H](C)[C@H](CN(C)C(=O)Nc2ccc4c(c2)OCO4)O3)cc1 | 3 | i |
| CC(C)(C)[C@@H]1COC(=O)[C@@H](Cc2ccc(F)cc2)C/C=C\C[C@H](CC(=O)N(CCO)Cc2ccccc2)C(=O)N1 | 12 | i |
| CN(CC(=O)Nc1ccc(N2CCOCC2)cc1)C(=O)CSc1ccccc1F | ? | i |
| CC1(C)NC(=O)N(CC(=O)NNC(=O)c2ccccc2F)C1=O | 1 | i |
| N#C/C(=C\c1ccccc1)C(=O)NNS(=O)(=O)c1cccc([N+](=O)[O-])c1 | 8 | i |
| c1ccc(-c2ccc3[nH]ccc3c2)cc1 | 3 | i |
| COc1ccc(OC)c(NC(=O)COC(=O)CN2C(=O)NC3(CCCC3)C2=O)c1 | 2 | i |
| CSc1ccccc1NC(=O)CN(C)CC(=O)c1c(C)[nH]c2ccccc12 | -2 | i |
| O=C(CCCOc1ccccc1)Nc1cccc(S(=O)(=O)N2CCOCC2)c1 | -2 | i |
| Cc1cc(C(=O)OCC(=O)NC2CCCC(C)C2C)c(C)o1 (stereo unspecified) | -1 | i |
| COc1cc(OC)cc(-c2c(-c3cccs3)c3cc(-c4ccc(N(C)C)nc4)ccc3n2C)c1 | -1 | i |
| C=CC[C@H](CC(=O)N(CCO)Cc1ccccc1)C(=O)NCCOC(=O)[C@@H](CC=C)Cc1ccc(F)cc1 | 1 | i |
| CCc1nnc(NC(=O)c2cc(S(=O)(=O)N3CCCCC3)ccc2C)s1 | -2 | i |
| Cc1ccc(-c2csc(NC(=O)c3c(C)noc3C)n2)cc1 | 8 | i |
| COC(=O)c1ccccc1S(=O)(=O)N1CCC(C(=O)NCCC2=CCCCC2)CC1 | -5 | i |
| C=CC[C@@H](CC(=O)N(CCO)Cc1ccccc1)C(=O)N[C@@H](COC(=O)[C@@H](CC=C)CC(=O)OC(C)(C)C)Cc1c[nH]c2ccccc12 | 0 | i |
| Cc1ccc(NC(=O)CO/N=C(\N)c2ccccc2)cc1C | -1 | i |
| C[C@H](CO)N1C[C@H](C)[C@@H](CN(C)C(=O)Nc2ccccc2)Oc2ccc(NS(=O)(=O)c3ccc(F)cc3)cc2C1=O | 1 | i |
| O=C(CCNC(=O)c1ccccc1Cl)NN=Cc1ccco1 | 13 | i |
| COc1ccc(C(CNC(=O)c2cc3ccccc3o2)N2CCCC2)cc1 (stereo unspecified) | 1 | i |
| COc1cc(C(=O)NCC(=O)Nc2c(C)cccc2C)ccc1OCc1ccccc1 | -1 | i |
| CN(C(=O)c1ccc(Cl)cc1)C1CCS(=O)(=O)C1 (stereo unspecified) | -7 | i |

(more compounds)
| SMILES | HDAC3 inh | TMEM16A act |
| --- | --- | --- |
| CCC(=O)c1ccc(OCC(=O)Nc2ccc(N3CCCCC3)cc2)cc1 | -1 | i |
| Cc1ccc(OCCCC(=O)Nc2ccc(Cl)c(S(=O)(=O)N3CCOCC3)c2)cc1 | 10 | i |
| CCc1ccc(N2CC(C(=O)Nc3ccc4c(c3)OCO4)CC2=O)cc1 (stereo unspecified) | -3 | i |
| O=C(OCc1c(-c2ccccc2)ncc2ccccc12)c1ccc(Cl)cc1Cl | -10 | i |
| CCCCc1ccc(NC(=O)Cn2c(=O)c(N3CCCCC3)c(N)n(C)c2=O)cc1 | 7 | i |
| C[C@@H]1CN([C@H](C)CO)C(=O)c2cccc(NC(=O)NC3CCCCC3)c2O[C@@H]1CN(C)C(=O)Nc1ccc(C(F)(F)F)cc1 | 28* | i |
| Cc1ccccc1C(=O)OC(C)C(=O)NCc1ccc2c(c1)OCO2 (stereo unspecified) | -6 | i |
| COc1cc2cnc(-c3ccccc3)c(-c3cc(OC)c(OC)c(OC)c3)c2cc1OC | 0 | i |
| Cc1ccc(S(=O)(=O)N2CCOCC2)cc1NC(=O)CSCc1c(C)noc1C | 4 | i |
| CC(=O)Nc1ccc(SC[C@H](Cc2ccccc2)N2CC[C@@H](C(C)(C)C)CCC2=O)cc1 | 0 | i |
| CCOC(=O)C1CCN(C(=O)CN2C(=O)NC(C)(c3ccc4cc(OC)ccc4c3)C2=O)CC1 (stereo unspecified) | -11 | i |
| CN(C)c1ccc(C(=O)NNC(=O)C23CC4CC(CC(C4)C2)C3)cc1 | 7 | i |
| CN(CC(=O)Nc1cccc(F)c1)C(=O)CCCc1c[nH]c2ccccc12 | 0 | i |
| CCCn1c(SCC(=O)c2c(N)n(C3CC3)c(=O)[nH]c2=O)nc2cc(S(N)(=O)=O)ccc21 | 0 | i |
| CCC(=O)N(c1nnc(SCC(=O)NN2C(=O)NC3(CCCCC3)C2=O)s1)C1CC1 | -1 | i |
| O=C(NC(=S)N1CCOCC1)c1cn(-c2ccccc2)nc1-c1ccccc1 | 1 | i |
| Cc1ccccc1-n1c(SCC(=O)NCC2CCCO2)nnc1-c1ccncc1 (stereo unspecified) | 1 | i |
| CC1CCCC(C)N1C(=O)COC(=O)c1ccc(Br)c(S(=O)(=O)N2CCOCC2)c1 (stereo unspecified) | -1 | i |
| CCN1CCN(CC(=O)Nc2cc(S(=O)(=O)N(CC)c3ccccc3)ccc2Cl)CC1 | -13 | i |
| C[C@H](CO)N1C[C@H](C)[C@@H](CN(C)Cc2ccncc2)Oc2ccc(NC(=O)Cn3cnnn3)cc2C1=O | -1 | i |
| O=C(COc1ccc(Cl)cc1)Nc1ccc(CN2CCOCC2)cc1 | 1 | i |
| COc1ccc(NC(=O)c2cccc3c2C(=O)c2ccc(-c4cnc(OC)nc4)cc2S3(=O)=O)cc1 | 0 | i |
| C[C@H](CO)N1C[C@H](C)[C@@H](CN(C)S(=O)(=O)c2ccccc2)Oc2ccc(NC(=O)CCC(F)(F)F)cc2C1=O | 2 | i |
| COc1ccccc1-c1nn(Cc2ccccc2)cc1C(=O)N1CCN(c2ncccn2)CC1 | -4 | i |
| O=C(COC(=O)c1ccccc1Br)NCC1CCCO1 (stereo unspecified) | 1 | i |
| N#Cc1ccccc1OCC(=O)NNC(=O)CNC(=O)c1ccc(Br)o1 | -3 | i |
| CCc1c(C2(O)CCCCC2)[nH]c2cnccc12 | -68 | i |
